hcGAS lum – human cGAS inhibition; Q8N884; recombinant h-cGAS, ATP depletion, Kinase-Glo luminescence; inhibition, % at 12.5 µM; 290,000 tested, 0.081% active;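 further: 0% = vehicle reaction and 100% = reaction without DNA for no activity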
Target sequence (Q8N884 whole entry, looked up): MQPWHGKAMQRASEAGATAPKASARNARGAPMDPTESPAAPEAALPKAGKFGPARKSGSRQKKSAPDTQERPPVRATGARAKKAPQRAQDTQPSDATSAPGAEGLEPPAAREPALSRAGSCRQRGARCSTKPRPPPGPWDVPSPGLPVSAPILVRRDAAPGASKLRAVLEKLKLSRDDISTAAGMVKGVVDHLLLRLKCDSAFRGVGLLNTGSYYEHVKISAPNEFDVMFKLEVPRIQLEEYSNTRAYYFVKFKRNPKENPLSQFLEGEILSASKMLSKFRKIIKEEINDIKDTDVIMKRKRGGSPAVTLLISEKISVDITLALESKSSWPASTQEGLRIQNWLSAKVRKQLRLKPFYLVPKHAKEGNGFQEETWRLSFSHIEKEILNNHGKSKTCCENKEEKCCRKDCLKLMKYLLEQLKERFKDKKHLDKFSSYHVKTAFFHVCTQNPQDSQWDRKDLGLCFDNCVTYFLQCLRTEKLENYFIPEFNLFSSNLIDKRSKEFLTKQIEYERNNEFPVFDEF
mcGAS lum – mouse cGAS inhibition by luminescence | recombinant cGAS, Kinase-Glo ATP depletion luminescence | inhibition, % at 12.5 µM | 160,000 tested, 0.15% active;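 further: 0% = negative control wells and 100% = reference inhibitor with no enzyme activity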
NPYLR7 agonist – activates Aedes aegypti NPYLR7 receptor; 270,000 tested, 0.15% active; activation, % at 10 µM; HEK293T NPYLR7/Galpha15, GCaMP6s calcium fluorescence; AID 1259423; in the data active means activation above about 40%;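 further: 0% = vehicle and 100% = reference agonist at the receptor; some compounds past the cut are filed as inactive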
Active calls of the source: *; . = no result given; & = joins results of further samples. Unless noted, no stated cut-off is given here; in the data, active means inhibition above about 40%; inactive means the rest.

| smiles | hcGAS lum | mcGAS lum | NPYLR7 agonist |
| --- | --- | --- | --- |
| COc1cc(/C=N\NC(=O)CSc2nnc(-c3ccc(OC)c(OC)c3)n2-c2ccccc2)ccc1O | -1 | -2 | -5 |
| CC(C)(C)N(CC(=O)Nc1ccc(F)cc1)Cc1cc(=O)n2ccsc2n1 | -5 | -14 | -3 |
| Cc1ccc(CN(CC2CCN(C3CCCC3)CC2)CC2CCCO2)s1 (stereo not given) | -8 | -9 | 2 |
| CCCCCCc1cc2cc(-c3csc(Nc4ccc(Cl)cc4Cl)n3)c(=O)oc2cc1O | -3 | . | 22 |
| O=C(c1coc(COc2ccccc2F)n1)N1CCc2sccc2C1 | -8 | . | 18 |
| CC(=O)Oc1ccc(C(=O)Nc2cc(S(=O)(=O)N3CCCCC3)ccc2OC(C)C)cc1 | -13 | -1 | 10 |
| CC1CC(N(C)C(=O)CNC(=O)C2CC2)CCN1Cc1ccccc1 (stereo not given) | 6 | . | 19 |
| O=C(CCc1nc2ccccc2[nH]c1=O)OCc1cccc(F)c1 | -6 | . | -2 |
| CCN1CCC(NC(=O)CN2CCN(Cc3ccccc3)CC2)CC1 | 0 | -9 | 3 |
| COc1ccc(Br)cc1/C=N\NC(=O)Cn1cnc([N+](=O)[O-])n1 | -2 | 0 | -9 |
| COCCCN(Cc1ccc(OS(C)(=O)=O)cc1)C(=O)Nc1ccc(Cl)cc1 | -1 | -3 | -6 |
| COCCNC(=O)c1cccc(Nc2c(Oc3cccc(C)c3)cnn(-c3ccc(OC)cc3)c2=O)c1 | -7 | -5 | 11 |
| CCc1cnc(CN(C)C(=O)Nc2cnn(CC(C)C)c2)s1 | -6 | -12 | 1 |
| C=CCc1c(C)nc2c(-c3cccc(Cl)c3)c(C)[nH]n2c1=O | 3 | . | -16 |
| CCOC(=O)c1c(C)n(-c2ccc(C)cc2)c2c1cc(O)c1ccccc12 | -6 | -4 | -9 |
| Cc1nn(S(=O)(=O)c2cccs2)c(C)c1Sc1ccccc1 | -13 | . | 1 |
| Cc1ccn(C(=O)c2ccc3c(c2)CCCN3S(C)(=O)=O)c(=NC2CCCCC2)c1 | -12 | . | -2 |
| Cc1cc([N+](=O)[O-])nn1CC(=O)NC(C)c1ccccc1 (stereo not given) | -4 | -8 | -2 |
| CN1CCN(c2onc(-c3ccc(F)cc3)c2CN(CC2CCCO2)C(=O)c2ccc(Cl)cc2)CC1 (stereo not given) | -3 | -6 | 8 |
| O=C(COc1ccc(Cl)cc1)NC1CCN(c2ccccc2C(=O)NC2CC2)CC1 | -4 | -5 | -2 |
| O=C(Cc1cccs1)Nc1ccc(Br)cc1Cl | 3 | -1 | 0 |
| CCN1CCN(C(=O)c2cc(-c3ccc(F)cc3)nc3c2c(C)nn3C2CCS(=O)(=O)C2)CC1 (stereo not given) | -8 | -8 | 2 |
| CCCCC(=O)Nc1nc(-c2ccc(C)cc2C)cs1 | -7 | -8 | -7 |
| COC(C(=O)Nc1ccnn1C1CCN(C(=O)c2sccc2C)CC1)c1ccccc1 (stereo not given) | -1 | . | 6 |
| COc1cccc(CN2CC(O)CN(C(=O)C(C)(C)C)CC2=O)c1OC (stereo not given) | 1 | -6 | 2 |
| COc1ccc(CN(C(=O)c2ccco2)C2CC2)cc1OS(C)(=O)=O | -5 | -5 | -5 |
| COc1ccc(NC2CCCN(C(=O)c3ccc4sc(C)nc4c3)C2)cc1 (stereo not given) | -10 | . | 0 |
| CCc1nc(C)sc1C(=O)N1CCOC2(CCCC2)C1 | 1 | -2 | . |
| Cc1ccc(C)c(OCCCC(C)(C)C(=O)NCCn2c([N+](=O)[O-])cnc2C)c1 | 2 | 0 | -4 |
| COCCn1c(=NC(=O)c2coc3ccccc3c2=O)sc2cc(OC)c(OC)cc21 | -10 | -9 | 2 |
| O=C(CCc1nnc(CCc2ccccc2)o1)NCCCn1nnc2ccccc21 | -6 | -5 | 5 |
| CCOC(=O)C1(CCOc2ccccc2)CCCN(C(=O)c2ccc(-n3cnnn3)cc2)C1 (stereo not given) | -4 | -9 | 0 |
| CCCNC(=O)c1cc(-c2ccc(OC)cc2)n(-c2ccccc2F)c1C | 0 | -2 | -1 |
| CC(=O)N1CCN(Cn2nc(-c3ccc(Br)cc3)oc2=S)CC1 | 4 | -3 | 8 |
| Cc1cc2c(SCC(=O)NCc3ccco3)ncnc2s1 | 0 | . | -8 |
| C=CCN(Cc1nccn1Cc1cccc(OC)c1)S(=O)(=O)c1ccc(OC)cc1 | -2 | -4 | 7 |
| N#Cc1ccc(Cc2cnc(NC(=O)c3ccccn3)s2)c(C(F)(F)F)c1 | 4 | -6 | 1 |
| CCOCCn1cc(C2CCN(C(=O)COC(C)=O)CC2)c2ccccc21 | -4 | -6 | 15 |
| CC(C)c1noc(C(C)Sc2ccc3c(c2)OCCCO3)n1 (stereo not given) | -14 | . | 1 |
| O=C(NC1CCN(c2ccccc2C(=O)NCc2ccc(F)cc2)CC1)c1cccc(Br)c1 | -4 | -4 | -7 |
| OCC1CCCCN1CCn1cnnc1 (stereo not given) | 1 | . | 1 |
| CCCCCCCCC(=O)N1CCN(C(=O)CSc2nnc(-c3ccco3)n2-c2ccc(OC)cc2)CC1C (stereo not given) | -5 | -6 | 10 |
| CC(COc1ccccc1C(F)(F)F)NC(=O)c1cc[nH]c(=O)c1 (stereo not given) | -7 | . | 0 |
| O=C(Nc1ccc(N2CCCCC2)cn1)c1cccc(N2CCOC2=O)c1 | -8&-8 | -14 | 0&3 |
| O=S(=O)(c1ccccc1)n1nc(-c2ccccc2)nc1NCc1ccc(F)cc1 | -8 | . | 7 |
| CC(N(C)C(=O)c1ccsc1)C(C)(C)C (stereo not given) | -8 | . | 16 |
| O=c1c2nnn(-c3ccc(F)cc3)c2ncn1Cc1ccc(Cl)cc1Cl | -3 | . | 8 |
| O=C(O)c1cccc(CC2CCN(C(=O)C3CCOC3)CC2)c1 (stereo not given) | 1 | . | 5 |
| c1ccc(-c2nc(SCCN3CCCCC3)n[nH]2)cc1 | -12 | . | -1 |
| Cc1ccc(C(=O)Nc2ccc(SCC(=O)NCc3cccs3)nn2)cc1 | 3 | . | -3 |
| CCc1csc(CNC(=O)c2cc(NC(C)=O)ccc2Cl)n1 | -5 | -9 | -2 |
| N#Cc1ccc(C=NN2CCCCC2)cc1 | -12 | -5 | 11 |
| NN=C1CCCc2c1no[n+]2[O-] | -6 | . | 3 |
| Cc1ccc(Oc2cnn(C)c(=O)c2Nc2ccc(C(=O)NCCN(C)C)cc2)cc1C | -9 | -6 | -5 |
| CCOC(C)c1noc(-c2cc3nc(C)ccc3o2)n1 (stereo not given) | 3 | . | 3 |
| CC(C)C(NC(=O)Cc1ccccc1)C(=O)Nc1ccccc1CN(C)C (stereo not given) | -5 | . | -1 |

The listing continues:
| smiles | hcGAS lum | mcGAS lum | NPYLR7 agonist |
| --- | --- | --- | --- |
| C=CCNC(=O)c1c(O)c2c([nH]c1=O)CCCC2 | -8 | . | 7 |
| O=C(NCC1CCCN(S(=O)(=O)c2ccc(F)cc2Cl)C1)c1ccco1 (stereo not given) | -5 | . | 18 |
| CC(C)SC(NC(=O)OCc1ccccc1)C(=O)Nc1ccc2ncsc2c1 (stereo not given) | -9 | -3 | -8 |
| CS(=O)(=O)N1CCC(C(=O)N2CCC(Cn3ccnc3)CC2)CC1 | -7 | . | 1 |
| Cc1nc(N2CCC(C)CC2)ncc1-c1cc(=O)[nH]c(Nc2ccc(F)cc2)n1 | -1 | -2 | -13 |
| Cc1ccc(-c2ccc(SCCN3CCCCC3)nn2)cc1 | -6 | . | 7 |
| CCn1c(CC2CCN(C(=O)CCc3cnccn3)CC2)nn(C)c1=O | -4 | . | 4 |
| COc1ccc(C=CC(=O)c2ccc3ccccc3c2)cc1 | 3 | 24 | 1 |

Record cards, as listed above. Order of screens: hcGAS lum, mcGAS lum, NPYLR7 agonist
`CS(=O)(=O)N1CCC(C(=O)N2CCC(Cn3ccnc3)CC2)CC1` across the screens: -7, ., 1
`Cc1ccc(-c2ccc(SCCN3CCCCC3)nn2)cc1` across the screens: -6, ., 7

Next structures follow:
| smiles | hcGAS lum | mcGAS lum | NPYLR7 agonist |
| --- | --- | --- | --- |
| CN(c1ncccc1CNC(=O)c1ccc(=O)[nH]n1)C1CCCCC1 | -8 | -13 | 17 |
| Cc1[nH]c(=O)[nH]c(=O)c1C#N | -4 | -2 | 2 |
| O=C1C(Cl)=C(Nc2ccc(I)cc2)C(=O)N1Cc1ccc(Cl)cc1 | -5 | . | -2 |
| CCc1nc2n(n1)C(=O)C(C(c1cccc(Cl)c1)N1CCCC1)S2 (stereo not given) | -5 | -7 | -3 |
| CCN(CC)c1nc2ccsc2c(=O)n1CCC(=O)NCc1ccccc1OC | -4 | -3 | -2 |
| CN1CCC2(CCN(C(=O)c3nn(C)cc3Cl)CC2)C1 | -7 | . | 7 |
| COc1cc(OC)cc(C(=O)N(Cc2cccc(OS(=O)(=O)c3ccc(F)cc3)c2)Cc2ccco2)c1 | -7 | -6 | 4 |
| NC(=O)c1csc(N2CCCC3(C2)C(=O)Nc2ccccc23)n1 (stereo not given) | -9 | . | 6 |
| COc1cccc(C(=O)N2CCN(C(=O)CCN3CCc4sccc4C3c3ccccc3)CC2)c1 (stereo not given) | -1 | -5 | 8 |
| N#Cc1ccc(COC2C[C@](OCc3ccccc3F)(C(=O)NC3CC3)C[C@@H](O)[C@H]2O)cc1 (stereo not given in full) | -2 | -4 | 18 |
| CNC(=O)C(C)N(C)Cc1cnc(-c2ccccc2C)s1 (stereo not given) | -4 | -17 | 15 |
| CCn1c(=O)c2ccc(Cl)cc2n(CC(=O)NC(C)C)c1=O | 2 | 1 | -3 |
| CC(=O)N1CCN(C(=O)CN(CCO)Cc2ccsc2)CC1 | -7 | . | 3 |
| COc1ccc(NC(=O)N2CCSC2c2ccccc2OCc2ccccc2)cc1 (stereo not given) | -2 | -5 | 21 |
| CCc1sc(-c2nnc(CSc3nnc(-c4ccco4)o3)o2)cc1C | -1 | 0 | -2 |
| N#Cc1nc(N2CCCC2)nc(N(c2ccccc2)c2ccccc2)n1 | -6 | . | 0 |

Part of the list above in order of length of the SMILES, ascending.
| smiles | hcGAS lum | mcGAS lum | NPYLR7 agonist |
| --- | --- | --- | --- |
| Cc1[nH]c(=O)[nH]c(=O)c1C#N | -4 | -2 | 2 |
| Cc1ccc(-c2ccc(SCCN3CCCCC3)nn2)cc1 | -6 | . | 7 |
| COc1ccc(C=CC(=O)c2ccc3ccccc3c2)cc1 | 3 | 24 | 1 |
| CNC(=O)C(C)N(C)Cc1cnc(-c2ccccc2C)s1 (stereo not given) | -4 | -17 | 15 |
| CN1CCC2(CCN(C(=O)c3nn(C)cc3Cl)CC2)C1 | -7 | . | 7 |
| CCn1c(=O)c2ccc(Cl)cc2n(CC(=O)NC(C)C)c1=O | 2 | 1 | -3 |
| CCc1sc(-c2nnc(CSc3nnc(-c4ccco4)o3)o2)cc1C | -1 | 0 | -2 |
| CCn1c(CC2CCN(C(=O)CCc3cnccn3)CC2)nn(C)c1=O | -4 | . | 4 |
| CS(=O)(=O)N1CCC(C(=O)N2CCC(Cn3ccnc3)CC2)CC1 | -7 | . | 1 |
| CCc1nc2n(n1)C(=O)C(C(c1cccc(Cl)c1)N1CCCC1)S2 (stereo not given) | -5 | -7 | -3 |
| O=C1C(Cl)=C(Nc2ccc(I)cc2)C(=O)N1Cc1ccc(Cl)cc1 | -5 | . | -2 |
| Cc1nc(N2CCC(C)CC2)ncc1-c1cc(=O)[nH]c(Nc2ccc(F)cc2)n1 | -1 | -2 | -13 |
| COc1cccc(C(=O)N2CCN(C(=O)CCN3CCc4sccc4C3c3ccccc3)CC2)c1 (stereo not given) | -1 | -5 | 8 |
| COc1cc(OC)cc(C(=O)N(Cc2cccc(OS(=O)(=O)c3ccc(F)cc3)c2)Cc2ccco2)c1 | -7 | -6 | 4 |
| N#Cc1ccc(COC2C[C@](OCc3ccccc3F)(C(=O)NC3CC3)C[C@@H](O)[C@H]2O)cc1 (stereo not given in full) | -2 | -4 | 18 |

More records follow:
| smiles | hcGAS lum | mcGAS lum | NPYLR7 agonist |
| --- | --- | --- | --- |
| Cc1cc(C(=O)NNC(=O)c2ccc(OCC(C)C)cc2)on1 | -4 | . | 3 |
| CN(Cc1cn(Cc2ccccc2)nc1-c1cc2ccccc2o1)Cc1nccn1C | 1 | -3 | -4 |
| Cc1ccc(C(=O)Nc2nc(-c3ccccc3Cl)ns2)cc1F | 3 | . | 2 |
| CC(Br)Cn1c(Br)nc2c1c(=O)[nH]c(=O)n2C (stereo not given) | -11 | . | 8 |
| Cc1cccc(-c2cc(N)n(-c3ccc(C(=O)NC[C@@H]4CCCO4)cc3)n2)c1 | 1 | -1 | 0 |
| Cc1ccc(-c2c(N)n[nH]c2C)cc1 | 1 | -4 | 0 |
| COCc1cc(C)nc(OCC(=O)N/N=C\c2cccc(OC)c2)c1C#N | -4 | -5 | -4 |
| Cc1ccc2c(c1)CCC2NC(=O)C1CNC(=O)N1 (stereo not given) | -3 | . | 10 |

Compound activity from PubChem.

An unsorted share of the library; overall some 0.26% were active at least once.
